# Compound activity from PubChem.
# VLA-4 inh – inhibition in human VLA-4 binding assay, primary screen, VLA-4 allosteric modulator project, MLPCN library, flow cytometry, VLA-4 expressing cells | ligand binding flow cytometry | inhibition, % (about 7 µM as worked out from the volumes in the protocol) | 330,000 compounds, 0.2% hits | Integrin alpha-4 (Homo sapiens), P13612; in the data active = inhibition above about 50%
# RPL19A TOR yeast – RPL19A-GFP expression modulators in yeast, primary screen, cell-based, S. cerevisiae, multiplex flow cytometry, MLPCN. S. cerevisiae RPL19A-GFP strain, 3 h; active compounds read low. 330,000 compounds, 0.3% hits. percent response vs DMSO, % at 10 µM;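 active = percent response vs DMSO below 50%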;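 also: median channel GFP fluorescence of the barcoded RPL19A-GFP strain; ratio of sample median GFP to plate DMSO average so 100% = DMSO; lower means less RPL19A-GFP as with rapamycin TOR inhibition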
# GRK2 aptamer HTS – compounds blocking aptamer binding on GRK2 – biochemical, human GRK2, bead flow cytometry, HTS, primary screen. FAM-aptamer displacement from GRK2. inhibition of aptamer binding, % at 10 µM. 330,000 compounds, 0.59% hits. AID 488847, 2010;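 active = inhibition of aptamer binding above 40%, roughly 3 SD of noise, on plates passing a quality check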;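 also: median bead fluorescence of bound FAM aptamer so fluorescent compounds give negative values; no value below 0 was filed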
# Target sequence (P25098 whole entry, looked up): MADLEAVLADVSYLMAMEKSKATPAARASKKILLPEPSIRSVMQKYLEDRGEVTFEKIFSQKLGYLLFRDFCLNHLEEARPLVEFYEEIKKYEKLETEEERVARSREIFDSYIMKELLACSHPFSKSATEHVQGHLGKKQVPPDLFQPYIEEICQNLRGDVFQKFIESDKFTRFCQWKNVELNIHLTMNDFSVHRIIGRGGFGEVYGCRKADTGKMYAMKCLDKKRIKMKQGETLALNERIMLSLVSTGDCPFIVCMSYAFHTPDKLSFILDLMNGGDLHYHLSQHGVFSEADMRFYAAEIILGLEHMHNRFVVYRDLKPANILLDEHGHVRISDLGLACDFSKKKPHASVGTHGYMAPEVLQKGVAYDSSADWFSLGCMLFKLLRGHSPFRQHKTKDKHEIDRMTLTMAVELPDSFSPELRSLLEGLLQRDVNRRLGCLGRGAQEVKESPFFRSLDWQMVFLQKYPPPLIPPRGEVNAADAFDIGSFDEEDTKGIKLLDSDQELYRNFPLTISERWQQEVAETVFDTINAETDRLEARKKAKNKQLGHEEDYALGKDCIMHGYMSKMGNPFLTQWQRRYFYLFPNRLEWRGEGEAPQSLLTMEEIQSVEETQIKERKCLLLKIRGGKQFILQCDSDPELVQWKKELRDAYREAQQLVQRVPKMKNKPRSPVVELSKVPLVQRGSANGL
# MEP2-GFP yeast – modulators of MEP2-GFP levels in yeast, primary screen, S. cerevisiae, multiplex flow cytometry, MLPCN library | 330,000 compounds, 0.51% hits | S. cerevisiae MEP2-GFP strain, 3 h; 100% = DMSO control level | GFP response vs DMSO, % at 10 µM | AID 2016, 2009;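 active = GFP response versus DMSO above a set limit, roughly screen mean plus 3 SD, cut at about 180% in these data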;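 also: median GFP fluorescence of the barcode-gated MEP2-GFP cells per well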
# CIT2-GFP yeast – modulators of CIT2-GFP expression in yeast, primary screen, S. cerevisiae, GFP fusion, multiplex flow cytometry, MLPCN library; S. cerevisiae CIT2-GFP strain, 3 h; 100 means same as DMSO wells; GFP response vs DMSO, % at 10 µM; 320,000 compounds, 0.065% hits; AID 2029, 2009;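 active = GFP response relative to DMSO above a set limit, near the screen mean plus 3 SD, cut at about 150% in these data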;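 also: ratio of well median GFP fluorescence to mean of DMSO wells on the plate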
# LAP4-GFP MLPCN – modulators of LAP4-GFP expression in yeast, primary screen, S. cerevisiae, multiplex flow cytometry, MLPCN library; 3 h; median GFP as percent of DMSO wells; GFP response vs DMSO, % at 10 µM; 320,000 compounds, 0.34% hits;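 active = GFP response vs DMSO above a set limit, about the screen mean plus 3 SD, cut at about 150% in these data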
# Yeast superoxide – reduction of superoxide in aged yeast, primary screen, HTS; S. cerevisiae aged cells, superoxide DHE fluorescence; active compounds read low; superoxide response (% of plate mean), % at 10 µM; 330,000 compounds, 0.18% hits; AID 2690, 2010;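 active = superoxide response under a set limit, about three screen SD below normal, cut at about 65% in these data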;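 also: yeast aged for seven days with compound at 30 °C before DHE staining; 100% = average MFI of all compound-treated wells on the plate with controls excluded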
# AGP1-GFP MLPCN – modulators of AGP1-GFP expression in yeast TOR pathway, primary screen, cell-based, multiplex flow cytometry, S. cerevisiae, MLPCN library; AID 2066, 2009; 3 h; GFP as percent of DMSO wells; GFP response vs DMSO, % at 10 µM; 320,000 compounds, 0.02% hits;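 active = GFP response relative to DMSO above a set limit, near screen average plus 3 SD, cut at about 150% in these data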;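 also: median GFP channel fluorescence of the gated AGP1 strain per well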
# * = called active by the depositor; x = not tested or not shown.
SMILES,VLA-4 inh,RPL19A TOR yeast,GRK2 aptamer HTS,MEP2-GFP yeast,CIT2-GFP yeast,LAP4-GFP MLPCN,Yeast superoxide,AGP1-GFP MLPCN
CC(C)(C)n1nnnc1C(c1cccc(C(F)(F)F)c1)N1CCC(O)CC1 (stereo unspecified),-3,88,0,105,70,122,93,90
N#C/C(=N\Nc1ccccc1F)c1nc(-c2ccccc2)cs1,-23,99,0,93,95,99,87,99
Cc1nnc(SCc2cc(=O)[nH]c(/N=C(\N)Nc3ccccc3Sc3ccccc3)n2)s1,-7,98,0,94,90,100,89,96
COc1ccc(-n2c(C)cc(/C=C3/SC(=S)N(C)C3=O)c2C)cc1,-129,98,5,114,95,118,104,99
CCCSc1ccc(C(=O)Nc2ccc(F)cc2F)cn1,-4,99,1,102,110,105,97,103
Cc1csc(NC(C)c2nc3cc(Cl)c(N4CCCCC4)cc3n2CCOCCO)n1 (stereo unspecified),-10,98,0,94,97,105,110,89
O=C(Nc1ccc2c(c1)OCO2)c1ccc2c(c1)OCO2,6,98,2,98,95,89,86,89
CSc1nc(=O)n2cc(C)ccc2n1,-2,97,4,98,98,100,116,100
CCc1nnc(NC(=O)c2cc(Cl)ccn2)s1,14,103,0,114,101,108,104,89
CC(C)(C)Nc1nc2cc([N+](=O)[O-])ccc2o1,-9,105,5,108,110,135,115,115
CSc1ccccc1NC(=O)COC(=O)Cc1ccsc1,-7,104,1,104,109,100,83,102
CCc1cc2c(-c3ccccc3)cc(=O)oc2cc1OCC(C)=O,-6,104,0,109,102,103,134,89
O=C(COc1cc2oc(=O)c3c(c2cc1Cl)CCC3)Nc1ccc(CN2CCOCC2)cc1,11,115,6,113,109,103,96,107
CC(=O)c1c(C)[nH]c(C(=O)NCCc2ccc(Cl)cc2)c1C,-4,99,1,103,81,102,96,90
Cc1c(C(=O)N2CCN(c3ccccn3)CC2)cccc1[N+](=O)[O-],11,94,4,93,95,99,86,102
O=S(=O)(Nc1cccc(-c2ccc3nncn3n2)c1)c1cc(F)ccc1F,-2,105,2,100,97,120,93,114
CCOC(=O)c1c[nH][nH]c1=O,13,102,2,111,100,91,101,100
CCCN1CCC(NC(=O)Nc2ccc([N+](=O)[O-])cc2)CC1,18,94,0,101,91,107,97,101
C/C(=N\NC(=S)NCc1ccccc1)c1ccc2ccccc2c1OC(F)F,7,91,0,93,93,94,125,91
CCc1sc(C(=O)Nc2ncccc2O)cc1C,1,115,0,113,106,109,111,102
COc1ccccc1CCC(=O)Nc1cc(S(=O)(=O)N2CCOCC2)ccc1N1CCCC1,-3,87,0,94,93,95,94,93
CN(C)S(=O)(=O)N1CCN(c2ccc([N+](=O)[O-])c(NC3CC3)c2)CC1,17,97,0,97,100,86,132,96
Cc1ccc2ncccc2c1NS(=O)(=O)c1ccccc1,-4,101,0,103,103,103,91,107
COc1ccc(C(=O)OCC(=O)N2CCc3ccccc32)cc1S(=O)(=O)N1CCOCC1,1,96,0,99,94,98,105,96
CC(C)COc1ccc(-c2cc(C(=O)NN)[nH]n2)cc1,19,104,1,100,102,102,130,97
O=C(O)COc1ccc(-c2nc(-c3ccccc3)c(-c3ccccc3)[nH]2)cc1,5,105,0,108,102,100,94,99
CCN(CC(=O)Nc1cccc(OC)c1)C(=O)c1cnc(Cl)c(Cl)c1,8,101,2,107,90,94,85,88
COc1ccc(N=Nc2cnc(C)nc2-c2ccccc2)cc1,11,99,1,106,103,110,104,92
CCOC(=O)C(=O)Nc1sc(C(=O)N(CC)CC)c(C)c1C#N,13,104,0,104,102,95,113,102
COc1ccccc1N1CCN(C(=O)COc2cccc3ccccc23)CC1,-2,90,2,96,94,107,115,97
CCc1cccc(CC)c1NC(=S)NC(C)c1ccccc1 (stereo unspecified),1,97,2,110,105,97,94,91
COc1nc(Oc2ccc(=O)n(C)n2)nc(N(C)C)n1,6,97,1,100,107,108,109,99
NS(=O)(=O)c1ccc2c(c1)C1C=CCC1C(C1CC=CCC1)N2 (stereo unspecified),-7,98,1,106,94,97,118,98
COc1ccc(CN2CCCC(C(=O)Nc3cccc(-n4cccn4)c3)C2)c(F)c1 (stereo unspecified),0,102,0,85,85,75,102,84
CC1(C)CC2CC(C)(CN2CC(O)COc2ccccc2)C1 (stereo unspecified),3,96,0,95,96,106,94,100
Cc1nccn1CCN(C)Cc1cn(Cc2ccccc2)nc1-c1ccc2c(c1)OCO2,5,91,0,94,93,99,95,101
c1ccc(CSc2ccc(-c3ccc4c(c3)OCO4)nn2)cc1,-10,110,1,103,116,71,92,91
CCCCN(CCCC)CCCNC(=O)c1ccc2nc(-c3ccccc3NC(C)=O)c(=O)[nH]c2c1,19,100,0,102,92,95,94,99
O=C(O)/C=C/C(=O)Nc1ccc2c(c1)NC(=O)CO2,-4,99,0,98,103,96,88,105
O=C(c1cccc2c1-c1ccccc1/C2=N/O)N1CCCCC1,2,100,0,99,97,110,128,99
COc1cccc(CN(CC(=O)NCC2CCCO2)C(=O)CNS(=O)(=O)c2ccccc2)c1 (stereo unspecified),-2,99,0,97,100,98,96,99
COc1ccc(S(=O)(=O)N2CCN(CC(=O)Nc3cccc(F)c3)CC2)cc1,4,94,0,98,92,97,91,95
CCN(CC)c1ccc(NC(=O)CSc2ccsc2[N+](=O)[O-])c(C)c1,-6,103,3,98,108,97,101,101
Cc1ccc(NC2CCCN(C(=O)CSc3ccncc3)C2)cc1C (stereo unspecified),21,105,0,93,96,69,95,92
Cc1ccc(C2(C)NC(=O)N(CC(=O)Nc3ccc4c(c3)OCO4)C2=O)cc1 (stereo unspecified),3,94,2,95,92,95,108,98
CC(=O)c1ccc(NC(=O)C(C)Sc2nnc(C3CC3)n2C2CC2)cc1 (stereo unspecified),-7,94,0,96,98,97,105,96
COc1ccccc1NC(=O)C1=C(C)NC2=C(C(=O)CCC2)C1c1ccc2c(c1)OCO2 (stereo unspecified),14,99,0,106,100,105,116,101
CCN(CC)c1ccc(N2C(=O)/C(=C/c3cccs3)SC2=S)cc1,3,103,0,101,98,110,124,106
CCOC(=O)c1ccc(NC(=O)C2C3CCCCC32)cc1 (stereo unspecified),0,107,0,105,103,108,104,103
CCCNC(=O)c1ccc(N2CC3CC(C2)c2cccc(=O)n2C3)c(NC(=O)Nc2ccc(CC)cc2)c1 (stereo unspecified),25,98,0,95,97,94,102,104
COc1cc(C(=O)NC(=S)Nc2ccc(NC(=O)c3ccco3)cc2)cc(OC)c1OC,-5,90,0,109,98,119,89,109
CN(CCOC(=O)C1c2ccccc2Oc2ccccc21)C(C)(C)C,12,95,0,101,93,90,97,99
COc1ccc(N2CC(C(=O)N3CCN(c4ccccc4)CC3)CC2=O)cc1 (stereo unspecified),-13,102,2,93,103,76,100,96
O=C(Nc1nc(-c2ccccc2)cs1)c1ccc(Br)o1,5,100,1,100,111,95,96,59
CCN(CC)CCNC(=O)C1CCN(S(=O)(=O)c2c(C)noc2/C=C/c2ccccc2F)CC1,6,103,0,100,102,109,106,106
Cc1ccc(/C(O)=C2\C(=O)C(=O)N(CC(C)O)C2c2ccc(N(C)C)cc2)cc1 (stereo unspecified),1,103,3,99,113,114,99,106
COc1ccc(OC)c(S(=O)(=O)N2CCCC(C(=O)NCCc3ccccc3)C2)c1 (stereo unspecified),6,108,3,104,x,84,95,97
CCc1cc(=O)n2c([nH]c3ccccc32)c1C#N,-38,102,0,101,96,86,113,104
COc1cc(/C=N/Nc2nc(Nc3ccc(C)cc3)nc(-n3nc(C)cc3C)n2)cc(OC)c1OC,2,99,5,99,97,99,109,100
CC(C)NC(=O)NC(=O)COC(=O)c1cc[n+]([O-])cc1,-6,93,0,96,91,95,93,97
# Remaining list, next part.
SMILES,VLA-4 inh,RPL19A TOR yeast,GRK2 aptamer HTS,MEP2-GFP yeast,CIT2-GFP yeast,LAP4-GFP MLPCN,Yeast superoxide,AGP1-GFP MLPCN
O=C(CCSc1ccc(Cl)cc1)N1CCN(c2ccc(O)cc2)CC1,21,96,4,94,103,106,89,103
Cc1ccc(OCCSc2nc3ccccc3n2CC(=O)O)cc1,1,101,4,103,99,91,105,104
CCOCCn1c(CN2CCN(C)CC2)nc2c1c(=O)n(C)c(=O)n2C,12,98,0,100,99,99,93,103
CCCCn1c(N)c(N(CCOC)C(=O)CC(NC(=O)c2ccccc2)c2ccccc2)c(=O)[nH]c1=O (stereo unspecified),19,93,5,97,98,104,85,98

# Structures shown so far with fluorine:
SMILES,VLA-4 inh,RPL19A TOR yeast,GRK2 aptamer HTS,MEP2-GFP yeast,CIT2-GFP yeast,LAP4-GFP MLPCN,Yeast superoxide,AGP1-GFP MLPCN
CC(C)(C)n1nnnc1C(c1cccc(C(F)(F)F)c1)N1CCC(O)CC1 (stereo unspecified),-3,88,0,105,70,122,93,90
N#C/C(=N\Nc1ccccc1F)c1nc(-c2ccccc2)cs1,-23,99,0,93,95,99,87,99
CCCSc1ccc(C(=O)Nc2ccc(F)cc2F)cn1,-4,99,1,102,110,105,97,103
O=S(=O)(Nc1cccc(-c2ccc3nncn3n2)c1)c1cc(F)ccc1F,-2,105,2,100,97,120,93,114
C/C(=N\NC(=S)NCc1ccccc1)c1ccc2ccccc2c1OC(F)F,7,91,0,93,93,94,125,91
COc1ccc(CN2CCCC(C(=O)Nc3cccc(-n4cccn4)c3)C2)c(F)c1 (stereo unspecified),0,102,0,85,85,75,102,84
COc1ccc(S(=O)(=O)N2CCN(CC(=O)Nc3cccc(F)c3)CC2)cc1,4,94,0,98,92,97,91,95
CCN(CC)CCNC(=O)C1CCN(S(=O)(=O)c2c(C)noc2/C=C/c2ccccc2F)CC1,6,103,0,100,102,109,106,106
